# From PubChem BioAssay
# GC-B act: GC-B (human) receptor activation | P20594 | activation, % at 10 µM | HEK293-GC-B cells, CNP EC30, cGMP TR-FRET; 0% at EC30 CNP, 100% saturating CNP | hit rate 0.11% among 370,000 | AID 1920062;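 active = activation at 10 µM reaching about 35% in either raw or pattern-adjusted values, limit read from the data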
# PRMT1 FP inh: inhibitors of human PRMT1 | hit rate 1.3% among 370,000 | recombinant PRMT1, activity-based probe fluorescence polarization | Q99873 | inhibition, % at 2.79 µM | AID 652257;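 active = inhibition above about 21% made by adding two undisclosed values, limit read from the data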
# SIAE primary: blocks human sialic acid acetylesterase. Q9HAT2. SIAE FP-Rh probe binding, fluorescence polarization. inhibition, % at 9.66 µM. hit rate 0.69% among 370,000;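 active = inhibition above a cutoff: mean of compounds within the control limits plus 3 SD of those, cut at about 17% in these data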;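 note: 0% = plate median of compound wells and 100% = probe without SIAE protein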
# Target sequence (Q9HAT2 whole entry, looked up): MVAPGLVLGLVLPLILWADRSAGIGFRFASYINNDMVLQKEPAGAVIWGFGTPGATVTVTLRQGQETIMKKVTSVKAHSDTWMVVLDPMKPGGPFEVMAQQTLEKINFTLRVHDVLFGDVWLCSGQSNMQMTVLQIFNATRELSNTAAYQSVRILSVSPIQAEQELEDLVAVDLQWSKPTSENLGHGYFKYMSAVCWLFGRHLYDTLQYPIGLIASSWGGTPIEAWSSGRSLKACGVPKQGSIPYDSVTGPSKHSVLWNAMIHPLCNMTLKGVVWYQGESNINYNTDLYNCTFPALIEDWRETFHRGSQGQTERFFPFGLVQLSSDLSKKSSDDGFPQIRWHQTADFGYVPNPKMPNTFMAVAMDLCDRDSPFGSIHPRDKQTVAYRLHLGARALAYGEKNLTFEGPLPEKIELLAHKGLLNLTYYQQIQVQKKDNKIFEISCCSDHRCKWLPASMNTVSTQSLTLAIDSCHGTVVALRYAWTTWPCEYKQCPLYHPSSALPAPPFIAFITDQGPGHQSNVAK
# TCR-CD3 inh: inhibitors of human TCR-CD3 interaction. inhibition, % at 9.4 µM. hit rate 0.37% among 360,000. TAMRA-labeled TCR probe fluorescence, biochemical; in the data active = inhibition above about 19%;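 note: recombinant mutant TCR 2C K166C tagged with TAMRA read by polarization; 0% = receptor in buffer alone and 100% = receptor with positive control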
# MBD2 DNA inh: inhibitors of human MBD2 binding to methylated oligonucleotide; Q9UBB5; TR-FRET; inhibition, % at 4.4 µM; hit rate 0.31% among 370,000; in the data active = inhibition above about 13%
# rCAG RNA binder: binds r(CAG) RNA repeats; r(CAG) RNA repeat, TO-PRO-1 dye displacement fluorescence; inhibition, % at 3 µM; hit rate 1.3% among 370,000; AID 651821;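 active = inhibition above the plate cutoff, the mean of all test compounds on that plate plus 3 SD, cut at about 35% in these data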;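 note: 0% = DMSO alone and 100% = 100 µM mitoxantrone as full dye displacement; higher means more dye released from RNA so lower well fluorescence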
# HTRA1 inhibitor: HTRA1 (human) protease inhibition; recombinant HTRA1, FP-rhodamine activity-based probe, fluorescence polarization; inhibition, % at 5.96 µM; hit rate 0.5% among 340,000; in the data active = inhibition above about 36%;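 note: 0% = enzyme with DMSO and 100% = wells lacking enzyme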
# TDP2 inh: blocks human TDP2 phosphodiesterase activity; hit rate 0.34% among 370,000; O95551; inhibition, % at 12.8 µM; AID 720702; recombinant TDP2, T5PNP hydrolysis, p-nitrophenol absorbance 415 nm;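 active = inhibition above the mean of all tested compounds plus 3 SD, set per campaign, cut at about 25% in these data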;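 note: 0% = DMSO with enzyme and 100% = buffer with substrate but no TDP2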
#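 test system = human TDP2 enzyme | input = TDP2 enzyme at 120 nM final | medium = 50 mM Tris-HCl pH 7.5 with Mg2+, KCl, DTT, BSA | also added = T5PNP substrate, 5 mM | times = 2 h at 37 °C | technique = epi absorbance | benchmarks = high control without enzyme, low control DMSO plus TDP2 | replication = each compound tested once, singlicate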
# LEDGF integ inh: blocks HIV-1 LEDGF/p75-dependent DNA integration | TR-FRET IN-LEDGF/p75 DNA integration, Eu/Cy5 | inhibition, % at 3.7 µM | hit rate 0.64% among 370,000;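 active = inhibition above the screen-wide mean plus 3 SD, cut at about 13% in these data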;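 note: signal is the Cy5 over europium emission ratio at 671 and 618 nm; 0% = plate median of compound wells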
# mABHD4 FP: inhibits mouse alpha/beta hydrolase domain 4; inhibition, % at 8.92 µM; Q8VD66; purified mABHD4, FP-Rh probe fluorescence polarization; hit rate 0.54% among 370,000;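 active = inhibition exceeding the mean over every tested compound plus 3 SD, cut at about 30% in these data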;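 note: 0% = plate median of compound wells and 100% = S159A mutant with DMSO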
# Target sequence (Q8VD66 whole entry, looked up, the tested form may be a part): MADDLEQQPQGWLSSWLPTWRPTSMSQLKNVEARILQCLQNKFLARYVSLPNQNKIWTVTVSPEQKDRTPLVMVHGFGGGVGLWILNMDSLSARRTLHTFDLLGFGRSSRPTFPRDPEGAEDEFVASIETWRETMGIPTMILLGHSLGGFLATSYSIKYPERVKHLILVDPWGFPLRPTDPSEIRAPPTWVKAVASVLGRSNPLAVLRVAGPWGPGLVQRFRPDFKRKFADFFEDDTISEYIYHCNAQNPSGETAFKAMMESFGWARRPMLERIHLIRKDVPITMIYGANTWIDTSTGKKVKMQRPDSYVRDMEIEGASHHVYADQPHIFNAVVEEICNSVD
#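 system = mouse ABHD4 enzyme, wild type | medium = HEPES pH 7.0, NaCl, Pluronic buffer | also added = FP-Rh probe | incubation = Enzyme–compound pre-incubation 45 min, then probe 60 min, both 25 °C | technique = fluorescence polarization, excitation 525 nm, emission 598 nm, BODIPY TMR filters | controls = S159A mutant high control, sample median low control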
# Starred values were filed as active, the others as inactive; nt = not tested or not shown. This is a subset. The share of hits here may be higher or lower than overall.
1) Cc1ccc(S(=O)(=O)NC(C)C(c2cccs2)N2CCOCC2)cc1 (centres undefined)
2) CCC(=O)Nc1ccc(C(=O)N/N=C/c2cccnc2)cc1
3) Cc1ccc(Cn2cc(CN3[C@@H](CC(C)C)COc4ccc(Cl)cc4S3(=O)=O)nn2)cc1
4) CCCC(=O)Nc1nnc(S(=O)(=O)N(CC)c2ccccc2)s1
5) Cc1cc(Cl)ccc1OCCCC(=O)N1CCCCC1
6) CCN1C(=O)N[C@H]2C[C@H](C(=O)N3CCCC3)[C@H](C)[C@H](c3ccccc3)C[C@H]21
7) Cc1ccc(-n2c(C)cc(C(=O)CN3C(=O)C(=O)N(C4CCCC4)C3=O)c2C)cc1
8) COc1ccc(-c2nc3nc(N)nn3cc2C)cc1F
9) Cc1ccccc1NC(=O)c1cccc2c1-c1ccccc1C2=O
10) C/C(N)=C(/C#N)C(=O)COC(=O)CCS(=O)(=O)c1ccccc1

compound no.	1	2	3	4	5	6	7	8	9	10
GC-B act	-6	1	3	-1	-1	-3	4	3	-4	2
TCR-CD3 inh	8	3	nt	-4	-4	3	-6	12	nt	3
MBD2 DNA inh	-7	-2	-8	2	5	-4	11	8	10	-2
TDP2 inh	3	-13	-3	7	-2	0	13	-1	2	3
SIAE primary	0	-2	1	7	6	-1	5	-3	-1	-4
LEDGF integ inh	2	0	1	-3	-1	-3	-1	-2	-3	2
PRMT1 FP inh	-5	0	-3	0	-2	-3	9	-1	1	0
HTRA1 inhibitor	-1	2	nt	11	4	nt	-5	3	nt	2
mABHD4 FP	-7	-6	4	-5	4	-1	13	5	4	4
rCAG RNA binder	1	0	3	-1	-7	2	2	-1	2	0

11) CC(C)COc1ccc(C(=O)OCCN2CCOCC2)cc1
12) C[C@@]12C(=O)N(Cc3ccc(-c4ccccc4)cc3)CC(=O)N1[C@H](/C=C/c1ccccc1)[C@@H]1C(=O)N(c3ccccc3)C(=O)[C@@H]12
13) CCc1nccn1S(=O)(=O)c1ccc2ccc(C)cc2c1
14) CCNC(=S)N(CCc1c(C)[nH]c2ccc(F)cc12)Cc1cccnc1
15) O=C(Cc1ccccc1)N1CCc2[nH]nc(-c3ccccc3)c2C1
16) COc1ccc(Cl)cc1NC(=O)c1cnc2n(c1=O)CCS2
17) CCC(=O)N1CCN(c2ccc(NC(=O)c3ccco3)cc2)CC1
18) CC1(C)CC(=O)C2=C(C1)N(c1ccccc1)C(=O)C(C(=O)OCc1ccccc1)C2 (centres undefined)
19) CN(Cc1ccccc1F)c1nc(-c2cccnc2)nc2ccccc12
20) CCOc1ccc(C2/C(=C(\O)c3ccc4c(c3)OCCO4)C(=O)C(=O)N2Cc2cccnc2)cc1OCC (centres undefined)

compound no.	11	12	13	14	15	16	17	18	19	20
GC-B act	9	-4	-6	5	-3	-6	1	-4	2	6
TCR-CD3 inh	-1	1	-1	-4	4	3	-5	-2	14	6
MBD2 DNA inh	2	-4	2	-3	3	-1	-1	-4	3	-3
TDP2 inh	1	9	-16	5	8	5	-4	-12	9	12
SIAE primary	-2	2	1	2	5	-1	3	-1	-10	3
LEDGF integ inh	-7	-1	4	-4	-2	4	0	6	2	3
PRMT1 FP inh	3	0	-2	2	0	-3	2	-1	-5	1
HTRA1 inhibitor	0	-35	-1	-5	3	0	3	-3	-52	-2
mABHD4 FP	-5	-14	1	2	-2	0	0	1	-16	-1
rCAG RNA binder	-12	11	5	-3	-4	0	1	0	-4	3

21) CN(C)Cc1c(O)ccc2ccccc12
22) O=C(N/N=C/c1ccccn1)c1cccnc1
23) O=C(Nc1ccc(NC(=O)C2CC2)nc1)c1ccccc1F
24) COc1ncc(C2=CC(=O)CC(C)(C)C2)cn1
25) Cc1ccc(-n2c(Cn3c(C)nc4ccccc43)n[nH]c2=S)cc1
26) CCCS(=O)(=O)n1nc(-c2ccc(OC)cc2OC)cc1N
27) CCn1cc(C(=O)N2CCN(c3ccccc3)CC2)c(=O)c2cc(S(=O)(=O)N3CCOCC3)ccc21
28) COc1ccc(C(=O)N2CCN(C3CCCCC3)CC2)c(OC)c1
29) Cc1nnc(C)n1/N=C/c1cccc([N+](=O)[O-])c1
30) O=C(COc1ccc(-n2cnnn2)cc1)Nc1ccc(F)c(F)c1

compound no.	21	22	23	24	25	26	27	28	29	30
GC-B act	6	-1	-2	3	0	5	-1	5	-1	-7
TCR-CD3 inh	2	-9	-1	9	-1	-3	2	2	-5	4
MBD2 DNA inh	-4	6	-3	-7	-1	4	-4	-3	0	0
TDP2 inh	-4	0	7	3	-1	1	13	-4	-3	12
SIAE primary	-2	-1	-5	-2	12	5	-6	1	-1	2
LEDGF integ inh	-1	-3	1	0	0	-6	2	0	-7	2
PRMT1 FP inh	-1	1	-1	-2	0	-1	-1	-2	2	-3
HTRA1 inhibitor	-6	3	3	-3	5	3	0	-3	2	-3
mABHD4 FP	-22	-2	0	2	9	3	0	-1	6	-4
rCAG RNA binder	16	-1	-1	-2	-1	3	-1	-7	1	3

# The last four compounds of the section before are carried over, then new ones follow.
27) CCn1cc(C(=O)N2CCN(c3ccccc3)CC2)c(=O)c2cc(S(=O)(=O)N3CCOCC3)ccc21
28) COc1ccc(C(=O)N2CCN(C3CCCCC3)CC2)c(OC)c1
29) Cc1nnc(C)n1/N=C/c1cccc([N+](=O)[O-])c1
30) O=C(COc1ccc(-n2cnnn2)cc1)Nc1ccc(F)c(F)c1
31) N/C(Cn1cncn1)=N\OC(=O)c1ccc(Cl)cc1Cl
32) Cc1ccc(COc2ccc(-c3nnco3)cc2)cc1
33) CC1C(=O)N(Cc2ccc(F)cc2)c2ccccc2N1C(=O)c1c(F)cccc1F (centres undefined)
34) Cc1ccc(S(=O)(=O)N2C[C@@H]3[C@H]4CC[C@H](C4)[C@@H]3[C@@H](C)[C@@H]2C2CCCCC2=O)cc1 (some centres undefined)
35) O=C(CCc1ccccc1)c1c(O)cc(O)cc1O
36) CCc1cc(-c2nnc(SCC(=O)NC3CC3)n2C)cs1
37) CCOC(=O)C1(CCc2ccccc2)CCN(Cc2nccn2CC)CC1
38) O=C1CS(=O)(=O)N(Cc2ccccc2F)c2ccc(Br)cc21
39) O=C(O)c1ccccc1SC1CC(=O)N(c2ccc3c(c2)OCO3)C1=O (centres undefined)
40) Cc1ccc(N(CC(=O)N/N=C/c2cccs2)S(C)(=O)=O)cc1

compound no.	27	28	29	30	31	32	33	34	35	36	37	38	39	40
GC-B act	-1	5	-1	-7	0	0	-1	1	-4	-6	1	1	3	-4
TCR-CD3 inh	2	2	-5	4	-6	-9	0	-1	6	14	0	-2	-1	0
MBD2 DNA inh	-4	-3	0	0	2	4	2	-2	3	0	-1	3	-5	0
TDP2 inh	13	-4	-3	12	3	3	-13	-7	0	5	-6	1	7	5
SIAE primary	-6	1	-1	2	-2	-8	-3	-7	-3	2	6	-13	2	3
LEDGF integ inh	2	0	-7	2	-3	-3	5	1	13	3	3	-2	0	-3
PRMT1 FP inh	-1	-2	2	-3	5	3	2	-1	5	-1	2	2	56*	-2
HTRA1 inhibitor	0	-3	2	-3	4	-6	-7	-14	-13	-2	3	-84	0	-2
mABHD4 FP	0	-1	6	-4	-1	-3	-15	0	-23	5	2	-63	10	6
rCAG RNA binder	-1	-7	1	3	2	-2	-2	1	12	-1	-10	44*	5	-1

# One compound at a time, from the list above. Order of values: GC-B act | TCR-CD3 inh | MBD2 DNA inh | TDP2 inh | SIAE primary | LEDGF integ inh | PRMT1 FP inh | HTRA1 inhibitor | mABHD4 FP | rCAG RNA binder
# CC1C(=O)N(Cc2ccc(F)cc2)c2ccccc2N1C(=O)c1c(F)cccc1F (centres undefined) reads -1 | 0 | 2 | -13 | -3 | 5 | 2 | -7 | -15 | -2
# Cc1ccc(S(=O)(=O)N2C[C@@H]3[C@H]4CC[C@H](C4)[C@@H]3[C@@H](C)[C@@H]2C2CCCCC2=O)cc1 (some centres undefined) reads 1 | -1 | -2 | -7 | -7 | 1 | -1 | -14 | 0 | 1

# Further compounds follow.
41) Cc1ccccc1NC(=O)Nc1nnc(CC(=O)NCc2ccccc2)s1
42) COc1ccc(CCC(=O)NNC(=S)NCc2ccc(F)cc2)cc1
43) COCCn1c(-c2ccco2)nc2nc3ccccc3nc21
44) Cc1ccc(NC(=O)c2cc(N3C(=O)C=CC3=O)ccc2Cl)cc1C
45) COc1ccc(OC)c(C(c2nnnn2Cc2ccccc2)N2CCN(C3CCCCC3)CC2)c1 (centres undefined)
46) Cc1cc(NC2CCCCC2)nc2ccccc12
47) Cc1ccc(-n2c(C)cc(C(=O)OCC(=O)N(C)C3CCS(=O)(=O)C3)c2C)cc1 (centres undefined)
48) O=C(CCc1ccccc1)NC(=S)Nc1ccccc1Br
49) Cc1ccc(C(=O)OCC(=O)NCc2ccc3c(c2)OCO3)o1
50) O=C(CCn1cccc1)Nc1cccc(F)c1

compound no.	41	42	43	44	45	46	47	48	49	50
GC-B act	-2	-1	13	-20	-4	-4	3	2	1	8
TCR-CD3 inh	-3	1	3	3	4	4	-2	2	7	6
MBD2 DNA inh	3	1	-2	4	2	6	-4	2	5	3
TDP2 inh	-10	7	2	11	1	-3	7	2	-5	5
SIAE primary	-10	-8	-2	-4	4	0	-4	-9	4	-2
LEDGF integ inh	-5	-1	1	1	-2	-1	4	5	3	-2
PRMT1 FP inh	2	2	4	18	1	2	0	-4	-2	1
HTRA1 inhibitor	-3	-9	2	-62	6	-3	-4	-25	-3	-7
mABHD4 FP	0	-1	-11	-4	3	-5	0	-8	-2	-2
rCAG RNA binder	1	3	4	29	-8	-2	-7	-5	5	3

51) O=C(Nc1cccc(O)c1)c1ccc(Br)c(S(=O)(=O)N2CCCCC2)c1
52) Cc1cccc(OCCn2c(NC(=O)c3ccco3)nc3ccccc32)c1
53) Cc1c(C)c2c(C)[nH]nc2oc1=O
54) COc1ccc2c(c1)CC/C2=N\OC(=O)c1cccc(C)c1
55) COCCn1nnnc1CN(Cc1ccco1)Cc1cc2cc3c(cc2[nH]c1=O)OCO3
56) COc1cc(C)c(C)cc1S(=O)(=O)NC1CC(C)(C)NC(C)(C)C1
57) C[C@H](NC(=O)C1CC(=O)N(c2ccc3c(c2)OCCO3)C1)C(=O)NC1CCCC1 (some centres undefined)
58) O=C(NNC(=O)c1ccccc1F)c1cccc(S(=O)(=O)N2CCc3ccccc32)c1

compound no.	51	52	53	54	55	56	57	58
GC-B act	-2	10	-8	3	-6	0	1	1
TCR-CD3 inh	2	-1	0	7	2	-9	-2	3
MBD2 DNA inh	-2	3	6	3	1	0	1	-3
TDP2 inh	12	-1	1	5	4	-7	-8	-8
SIAE primary	1	-7	-1	-2	3	6	1	-1
LEDGF integ inh	0	7	-2	0	0	4	-9	0
PRMT1 FP inh	-2	-2	1	1	4	3	7	1
HTRA1 inhibitor	-26	-26	-3	4	11	2	-1	-4
mABHD4 FP	-9	-4	-7	10	5	6	-3	-2
rCAG RNA binder	3	-3	2	1	1	0	0	15
